# IL2 activator – activates IL-2 in a cell-based reporter assay | IL-2 activation reporter assay, cell-based qHTS; stimulated with anti-CD3/CD4/CD28 beads; in transgenic mouse T cells | activation, % (series mostly up to about 46 µM) | actives 0.065% (n = 360,000) | AID 652025; in the data active means activation above about 50%; inconclusive means mostly about 30% to 49%; further: 0% is about no effect
#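 EGFP and DsRed fluorescence is measured by plate cytometry in unstimulated transgenic mouse T cells exposed to compound for 60 minutes, then stimulated 18 hours at 37 degrees C with anti-CD3/anti-CD4 beads plus anti-CD28.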
# PLK1 PBD inh – inhibitors of human PLK1 polo-box domain binding; Plk1 PBD binding of FITC phosphopeptide, fluorescence polarization; Potency, µM, for inactives: max response, negative = inhibition, hits mostly inhibitors; actives 2.8% (n = 360,000); further: potency means the concentration at half of the fitted maximal effect; series mostly up to about 57 µM; on the % scale 0 is the no-effect control and ±100 the full control effect; nearly all actives have a fitted effect of over 65% in size
# GLP-1R inv ag – GLP-1 receptor (human) inverse agonism; P43220; HEK293 GLP-1R CRE-luciferase, luminescence, 24 h; GLP-1R form is constitutively active; Potency, µM (doses to about 38.3 µM), inactives show at the top dose activity change, negative = inhibition, actives largely listed as inhibitors; actives 1.6% (n = 410,000); AID 624417; further: potency means the concentration at half of the fitted maximal effect; on the % scale 0 is the no-effect control and ±100 the full control effect; nearly all actives have a fitted effect of over 55% in size
#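 HEK293 cells stably co-expressing a cAMP-responsive luciferase reporter and constitutively active GLP-1R were seeded, incubated 12 h, then exposed to compounds for 24 h at 37 C. Luminescence was read 12 min after detection reagent; inverse agonists lower signal.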
# D3 antag – antagonists of human D3 dopamine receptor; P35462; D3R cells, DiscoveRx beta-arrestin luminescence, antagonist mode; hits give low values; max response, negative = inhibition, %; actives 2.5% (n = 360,000); in the data active means max response below about -50%; inconclusive means no clear call, values can overlap the other calls; further: on the % scale 0 is the no-effect control and ±100 the full control effect; mostly tested at two doses, the higher about 12 µM
#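 Cells plated overnight at 1500 cells/well, then exposed to library compounds with dopamine controls for 90 minutes at 37 degrees C. DiscoveRx reagent added for 30–60 minutes at room temperature; luminescence read, quantitative HTS format.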
# GLP1R cytotox – cytotoxicity counter-screen for GLP-1 receptor inverse agonists. HEK293 cAMP-luciferase reporter cells, luminescence, 24 h. Potency, µM (highest dose often 38.3 µM), without a hit: top-dose activity change, negative = inhibition, most hits filed as inhibitors. actives 0.13% (n = 410,000);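 further: loss of luciferase light is scored as toxicity; potency means the concentration at half of the fitted maximal effect; on the % scale 0 is the no-effect control and ±100 the full control effect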
#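 Quantitative HTS format, 1536 wells, 200 cells/uL seeded. Compounds: 23 nL, 24 h, 37 °C. Detection: luciferase reagent, luminescence at 12 min RT; decreased signal taken as cytotoxic.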
# WRN helicase inh – inhibitors of human WRN helicase; Q14191; WRN helicase unwinding, fluorescent forked duplex, kinetic; Potency, µM (highest dose often 114 µM), for inactives: at the highest dose activity change, negative = inhibition, most hits filed as inhibitors; actives 0.46% (n = 360,000); AID 651768; further: potency means the concentration at half of the fitted maximal effect; on the % scale 0 is the no-effect control and ±100 the full control effect; nearly all actives have a fitted effect of over 55% in size
#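 Fluorescence dequenching readout, ex 525 nm/em 598 nm, kinetic mode: forked duplex DNA (100 nM final) with adjacent fluorophore and quencher unwound by WRN (20 nM final) with 2 mM ATP. Compound preincubation 15 min, room temperature.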
# PI5P4Ka inh – blocks human PI5P4K alpha kinase activity. max response, %. actives 1.2% (n = 330,000). PI5P4Kalpha enzyme, ADP-Glo luminescence, 60 min; hits give low values. AID 652105; active means max response of -50% or lower; inconclusive means between -30% and -50%; inactive means -30% or higher; further: value at the top dose of about 77 µM; on the % scale 0 is the no-effect control and ±100 the full control effect
#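 Controls without substrate or without enzyme flank wells where PI5P4Kalpha converts substrate using 5 microM ATP (final). Incubation lasts 60 minutes at room temperature; ADP formed is read by ADP-Glo luminescence.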
# DRD3 agonist – activates the human D3 dopamine receptor | max activation, % | actives 0.58% (n = 410,000) | D3R DiscoveRx beta-arrestin cells, luminescence, 90 min | AID 652048; in the data active means max activation above about 30%; further: 0% is about no effect; mostly tested at two doses, the higher about 12 µM
#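 Cells at 1500/well, incubated overnight, then treated with pinned compounds (dopamine as control) for 90 min at 37 degrees C. DiscoveRx reagent added for 30 - 60 minutes at room temperature; luminescence read.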
# GLP-1R agonist – GLP-1 receptor (human) agonism | P43220 | HEK293 GLP-1R CRE-luciferase, luminescence, 4-6 h; cells express a hypersensitive GLP-1R form | Potency, µM (series often up to 45.6 µM), without a hit: top-dose activation, usual class: activators | actives 0.007% (n = 380,000) | AID 624172; further: potency means the concentration at half of the fitted maximal effect; % of control where 0% means no effect
# Active calls of the source: *; ? = inconclusive; · = no result given; [ ] = remark or other dose. Unless noted, the call rests on the fitted dose curve; in most records, active means well fitted curve in the direction sought with a large enough effect; inconclusive means small, poorly fitted or top-dose-only effect, or another doubt; inactive means no such curve, though single readings can be large; an effect the other way counts as inactive or inconclusive.
# A first look (3 entries):
SMILES,IL2 activator,PLK1 PBD inh,GLP-1R inv ag,D3 antag,GLP1R cytotox,WRN helicase inh,PI5P4Ka inh,DRD3 agonist,GLP-1R agonist
CCOP(=O)(c1c(F)c(F)c(F)c(F)c1F)C1(O)CCCCC1 (centres undefined),-0.1,-5%,0%,-9,-13%,-3%,2,6,1%
CCN1CCN(c2ccc(Cl)cc2NC(=O)c2ccco2)CC1,0.5,-9%,?,-21,2%,9%,-1,-5,-10%
Cc1ccc(/C=C2\SC(=S)N(CC(=O)Nc3cccnc3)C2=O)cc1,2.5,-1%,19%,3,-1%,-10%[57.1 µM],6,3,0%

# The whole of this part (from the top)
SMILES,IL2 activator,PLK1 PBD inh,GLP-1R inv ag,D3 antag,GLP1R cytotox,WRN helicase inh,PI5P4Ka inh,DRD3 agonist,GLP-1R agonist
CCOP(=O)(c1c(F)c(F)c(F)c(F)c1F)C1(O)CCCCC1 (centres undefined),-0.1,-5%,0%,-9,-13%,-3%,2,6,1%
CCN1CCN(c2ccc(Cl)cc2NC(=O)c2ccco2)CC1,0.5,-9%,?,-21,2%,9%,-1,-5,-10%
Cc1ccc(/C=C2\SC(=S)N(CC(=O)Nc3cccnc3)C2=O)cc1,2.5,-1%,19%,3,-1%,-10%[57.1 µM],6,3,0%
COc1ccc(OC)c(/C=N/NC(=O)CSc2cc(C)nc3c(OC)cccc23)c1,-0.8,-18%,-20%,?,-14%,?,?,-8,10%
O=C(OCc1nnc(-c2ccccc2)o1)c1cc(Cl)ccc1[N+](=O)[O-],-0.4,-13%,16%,-3,11%,-11%,0,1,17%
CCc1noc(C)c1C(=O)N(C)CC(=O)Nc1cccc(OC)c1,1.1,0%,0%,0,0%,-2%,1,-6,-5%
C[C@H](NC(=O)OC(C)(C)C)C(=O)NCC1CCC(C(=O)O)CC1 (some centres undefined),-0.1,5%,-1%,1,-2%,1%,0,3,-9%
CNC(=O)c1c(NC(=O)c2cccc(N3C(=O)CCC3=O)c2)sc2c1CCC2,2.2,-14%,18%,-8,1%,-4%,-7,4,2%
O=C(O)COc1ccccc1/C=N/NC(=O)CNC(=O)c1ccc(F)cc1,1.1,8.4µM*,17%,10,3%,-5%,-18,2,-4%
Cc1ccc(NC(=O)N/C=C/c2ccco2)c(C)c1,-1.3,-13%,0%,-5,1%,-23%[57.1 µM],·,-12,1%
CCOc1cc(/C=C2\N=C(C)OC2=O)cc(Br)c1OCCc1ccccc1,-0.7,?,9%,?,-6%,-7%,·,-8,30%
CCCOc1c(Br)cc(C(=O)NCC)cc1OC,-0.2,-7%,-26%,8,-15%,-2%,5,-10,2%
Cc1nc2ccccc2n1CCc1nc2c3ccccc3nc(SCC(=O)NCc3ccco3)n2n1,-2.9,-4%,?,18,10µM*,-27%,8,-1,-1%
CC1(C)CC(=O)C(C2=NC3(CCCCC3)Cc3ccccc32)=C(O)C1,-2.4,-6%,-18%,-26,19%,0%,-6,-6,4%
S=C(CN1CCCC1=S)NCCc1ccccc1,0.9,-11%,-24%,-6,-10%,4%,6,-3,6%
COc1ccc(Nc2ccccc2NC(=O)c2ccccc2Br)cc1,-3.0,-8%,?,-2,-30%,-13%,-7,-7,7%
CCOC(=O)c1ccc2[nH]c(C)c(CN3CCN(C)CC3)c(=O)c2c1,0.5,-6%,7%,0,7%,-1%,6,-5,-4%
COc1ccc(CCNC(=O)COC(=O)c2ccc(N3CCCC3=O)cc2)cc1OC,0.3,-9%,15%,-6,-8%,0%,4,5,13%
Cc1cc(C(=O)Nc2ccc(F)cc2)c2ccccc2n1,-0.6,-1%,-5%,-4,9%,-14%,-1,-5,-8%
Cc1cc(C(=O)N2CCN(CCc3ccccc3)CC2)no1,0.9,-12%,3%,16,-1%,-1%,·,1,5%
Cc1ccc(NC(=O)CSc2ccc(-c3cccnc3)nn2)cc1Cl,1.0,2%,-5%,28,1%,-3%,-1,6,1%
Cc1ccc2nc(NCC(=O)O)nc(-c3ccccc3)c2c1,-0.5,-15%,147%[activator],-14,238%[activator],-9%,13,1,6%
Cc1cccc(N(C)c2ncnc3onc(-c4ccc(F)cc4)c23)c1C,-0.7,-6%,?,10,7%,5%,2,-11,-5%
COc1ccc(NC(=O)C2=CC(c3ccc(C)cc3)=NS(=O)(=O)N2C)cc1OC,-4.0,3%,-10%,-7,-6%,-10%,3,-2,13%
COCCCn1c(=O)/c(=C/c2ccccc2OC(C)C)s/c1=C(\C#N)C(=O)Nc1ccc(C(=O)O)cc1,-0.5,-30%,2%,10,-1%,-3%,-14,-1,6%

# (list continues)
SMILES,IL2 activator,PLK1 PBD inh,GLP-1R inv ag,D3 antag,GLP1R cytotox,WRN helicase inh,PI5P4Ka inh,DRD3 agonist,GLP-1R agonist
CCOC(=O)NC(=O)c1cn(N(C)c2ncc(C(F)(F)F)cc2Cl)c(=O)[nH]c1=O,3.8,-4%,-3%,-18,2%,23%,5,-3,0%
COc1cc(C(=O)N2CCC(NC(=O)C(Cc3ccccc3)NC(C)=O)CC2)cc(OC)c1OC (centres undefined),-2.8,1%,0%,-13,3%,-9%,·,-3,20%
COc1cc2[nH]c(=S)n(C3CC3)c(=O)c2cc1OC,2.2,3%,-7%[7.66 µM],-58*,-21%[7.66 µM],-4%,-3,-12,5%
O=C(/C=C/c1cccc(C(F)(F)F)c1)Nc1cccc(C(F)(F)F)c1,-3.7,-25%,-15%,-23,-36%,-18%,·,-25,2%
Cc1cccc(C)c1NC(=O)CSCC(=O)O,-0.6,-9%,-3%,1,-2%,-1%,-5,1,0%
Cc1ccnc(N/C=C(/NC(=O)c2ccccc2)C(=O)N/N=C\c2ccc(Cl)cc2)n1,0.2,-3%,15%,0,6%,-12%,9,-8,0%
CC(CC(=O)Nc1nc2ccccc2[nH]1)n1ccnc1 (centres undefined),-0.1,-10%,11%,-1,17%,2%,-6,-1,-2%
O=C(Nc1ccc(N2CCCCC2)cc1)c1ccc2c(c1)OCCO2,-1.4,-8%,?,6,-26%,3%,1,-6,-13%
COc1ccc(-n2c(SCC(=O)NCC3CCCO3)nc3c([nH]c4ccccc43)c2=O)cc1 (centres undefined),4.2,1%,-13%,-10,-5%,-12%,-1,-6,11%
O=C(NC(=S)N1CCN(c2ccc(Cl)cc2[N+](=O)[O-])CC1)c1ccco1,20,-8%,-17%,-16,?,-4%,-10,5,0%
COc1ccc(C(=O)Nc2ccc(NC(=O)c3cccs3)cc2)cc1Cl,-0.7,3.8µM*,13%,14,-7%,2%,?,0,-1%
CN(C)CCCNC(=O)c1ccc(=O)[nH]n1,-0.2,-8%,-9%,2,2%,-1%,-5,4,-4%
CCn1cc(C(=O)NCC2CCCO2)c(=O)c2cc(S(=O)(=O)N(C)C)ccc21 (centres undefined),-2.8,-4%,4%,14,3%,2%,0,5,-1%
COC(=O)CSc1nc(C)cc(C)n1,0.0,7.5µM*,1%,-10,-6%,?,-67*,-5,3%
Cc1ccc(S(=O)(=O)NCC(=O)N(CC(=O)NCC2CCCO2)Cc2ccc(Cl)cc2)cc1 (centres undefined),-0.1,3%,-13%,3,-8%,3%,5,1,4%
O=C(NC(=O)c1c(Cl)cccc1Cl)Nc1ccc(Oc2cccnc2)nc1,-6.4,3%,?,8,0%,0%,-1,5,-3%
O=c1c2c3nc4ccccc4nc3n(-c3ccc4c(c3)OCCO4)c2ncn1C1CCCC1,8.0,-15%,-21%,2,2%,-24%[57.1 µM],-2,-6,-1%
Cc1cccc(N2CCN(C(=O)c3cc(S(=O)(=O)N4CCOCC4)cn3C)CC2C)c1 (centres undefined),-2.6,-4%,-3%,5,0%,-7%,4,3,-3%
COC(=O)CC1SC(=O)NC1=Nc1cccc(C)c1 (centres undefined),1.8,-8%,7%,6,3%,-7%,10,1,-5%
CCCN(CCC)C(=O)C1CC(=O)OC12CCOC(C)(C)C2 (centres undefined),-5.7,-3%,0%,0,2%,-18%,4,1,-2%
COc1ccc(C(CNC(=O)COc2cccc(C(F)(F)F)c2)N2CCCC2)cc1 (centres undefined),1.5,3%,?,-107*,?,7%,25,-26,-3%

# Single records, from the list above. Screens in order: IL2 activator	PLK1 PBD inh	GLP-1R inv ag	D3 antag	GLP1R cytotox	WRN helicase inh	PI5P4Ka inh	DRD3 agonist	GLP-1R agonist
# Cc1cccc(C)c1NC(=O)CSCC(=O)O is entered as -0.6	-9%	-3%	1	-2%	-1%	-5	1	0%
# COc1ccc(-n2c(SCC(=O)NCC3CCCO3)nc3c([nH]c4ccccc43)c2=O)cc1 (centres undefined) is entered as 4.2	1%	-13%	-10	-5%	-12%	-1	-6	11%
# Cc1cccc(N2CCN(C(=O)c3cc(S(=O)(=O)N4CCOCC4)cn3C)CC2C)c1 (centres undefined) is entered as -2.6	-4%	-3%	5	0%	-7%	4	3	-3%

# Results in DRD3 agonist, for some of the entries so far:
compound | DRD3 agonist
Cc1ccc(S(=O)(=O)NCC(=O)N(CC(=O)NCC2CCCO2)Cc2ccc(Cl)cc2)cc1 (centres undefined) | 1
O=C(NC(=O)c1c(Cl)cccc1Cl)Nc1ccc(Oc2cccnc2)nc1 | 5
O=c1c2c3nc4ccccc4nc3n(-c3ccc4c(c3)OCCO4)c2ncn1C1CCCC1 | -6

# Another view of part of the listing above.
SMILES | IL2 activator | PLK1 PBD inh | GLP-1R inv ag | D3 antag | GLP1R cytotox | WRN helicase inh | PI5P4Ka inh | DRD3 agonist | GLP-1R agonist
Cc1cccc(C)c1NC(=O)CSCC(=O)O | -0.6 | -9% | -3% | 1 | -2% | -1% | -5 | 1 | 0%
Cc1ccnc(N/C=C(/NC(=O)c2ccccc2)C(=O)N/N=C\c2ccc(Cl)cc2)n1 | 0.2 | -3% | 15% | 0 | 6% | -12% | 9 | -8 | 0%

# Source: PubChem
